Bioassay records deposited in PubChem BioAssay by several laboratories.
STAT3 blocker – STAT3 signaling inhibition; U3A cells, IL-6 STAT3-luciferase reporter, luminescence; host cell line lacks STAT1; inhibition, % at 5.5 µM; hit rate 0.89% among 190,000; AID 862;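 active = inhibition above the mean inhibition across all screened compounds plus 3 SD, cut at about 44% in these data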;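 also: 0% = DMSO only wells and 100% = 100 µM nifuroxazide control wells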
ROMK mod – modulates human ROMK potassium channel activity; P48048; Tet-inducible ROMK, thallium flux fluorescence; actives lie on both sides; B-score at 10 µM; hit rate 2% among 130,000;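 active = signal ratio slope over the read window, or its plate-corrected B-score, at least 3 SD from the plate mean, either direction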;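 also: B-score of the F/F0 ratio slope over 7 to 12 s after thallium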
Target sequence (P48048 whole entry, looked up): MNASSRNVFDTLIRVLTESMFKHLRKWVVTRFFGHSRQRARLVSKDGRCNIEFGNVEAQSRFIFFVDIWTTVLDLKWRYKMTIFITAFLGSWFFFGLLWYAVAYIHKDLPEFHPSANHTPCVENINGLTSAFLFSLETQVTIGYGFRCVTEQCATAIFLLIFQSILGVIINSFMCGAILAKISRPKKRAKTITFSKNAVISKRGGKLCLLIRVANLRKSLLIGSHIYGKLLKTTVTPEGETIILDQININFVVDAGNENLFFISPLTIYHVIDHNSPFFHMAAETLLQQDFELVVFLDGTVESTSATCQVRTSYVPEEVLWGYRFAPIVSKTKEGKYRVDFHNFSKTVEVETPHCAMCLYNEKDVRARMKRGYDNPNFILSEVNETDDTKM
STAT1 act – activators of IFN-gamma induced STAT1 signaling; NIH 3T3 STAT1-luciferase reporter, luminescence; 100% = IFN-gamma alone, no compound; activation (% of control), % at 5.5 µM; hit rate 2.6% among 200,000; AID 932;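 active = activation above the screen-wide mean activation plus 3 SD, cut at about 130% in these data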;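 also: raw ratio to IFN-gamma control signal so 100% means no change and 0% no light; values of inactives mirror those of a sister screen read the other way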
APP transl inh – APP translation inhibition; SH-SY5Y APP 5'UTR-luciferase reporter, luminescence; inhibition, % at 2 µM; hit rate 0.82% among 190,000;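 active = inhibition above a set limit, derived from the sample mean plus 3 SD, cut at about 45% in these data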; also: values of inactives mirror those of a sister screen read the other way
FLuc inh counter – Photinus pyralis luciferase inhibition counter-screen | hit rate 1.5% among 200,000 | inhibition, % at 10 µM | ATPLite firefly luciferase biochemical luminescence, 10 min;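 active = inhibition above about 50% when tested at 10 µM, limit read from the data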
Target sequence (P08659 whole entry, looked up): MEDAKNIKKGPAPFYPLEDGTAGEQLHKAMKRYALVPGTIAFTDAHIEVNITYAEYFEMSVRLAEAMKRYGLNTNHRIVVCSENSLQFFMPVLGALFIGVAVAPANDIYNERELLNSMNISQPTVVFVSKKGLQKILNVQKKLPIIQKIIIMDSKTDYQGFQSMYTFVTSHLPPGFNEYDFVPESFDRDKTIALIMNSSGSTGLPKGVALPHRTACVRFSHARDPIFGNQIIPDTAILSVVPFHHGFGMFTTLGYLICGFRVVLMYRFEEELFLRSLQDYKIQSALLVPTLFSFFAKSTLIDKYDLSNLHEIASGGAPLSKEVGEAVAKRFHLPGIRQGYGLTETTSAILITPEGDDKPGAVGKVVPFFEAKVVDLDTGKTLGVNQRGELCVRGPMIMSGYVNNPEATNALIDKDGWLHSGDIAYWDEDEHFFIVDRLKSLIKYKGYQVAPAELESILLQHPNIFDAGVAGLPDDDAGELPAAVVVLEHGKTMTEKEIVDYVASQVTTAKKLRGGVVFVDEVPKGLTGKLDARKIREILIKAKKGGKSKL
FLuc stim CS – firefly luciferase counter-screen for stimulation assays. activation factor at 10 µM. 200,000 tested, under 10 active. P08659. ATPlite luciferase biochemical, luminescence, 10 min; 0 = ATP-free wells, 1 = DMSO control;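 active = luciferase activation factor, scaled between plate controls, of at least 2 with compound at 10 µM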
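Material: Luciferase/luciferin reagent mix; Doses: test compounds dosed from 2 mM stocks in 100% DMSO; Schedule: 10 min incubation after luciferase reagent addition, room temperature; Measured by: luminescence from luciferase reaction; Read-out: luminescence gain marking luciferase activators.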
NF-kB neuron act – NF-kB expression increase, human neuronal cells | NF-kB reporter expression; stronger effect = higher value | fold change at 12.5 µM | hit rate 1.6% among 190,000; in the data active = fold change above about 3.3
APP 5'UTR act – activates APP 5'UTR luciferase reporter; SH-SY5Y APP 5'UTR luciferase reporter, luminescence; zero percent = DMSO vehicle wells; activation, % at 2 µM; hit rate 1% among 190,000;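 active = activation above a set limit, based on mean plus 3 SD of controls, cut at about 140% in these data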; also: values of inactives mirror those of a sister screen read the other way
STAT1 inh – inhibitors of IFN-gamma induced STAT1 signaling. NIH 3T3 STAT1-luciferase reporter, luminescence. hit rate 0.35% among 200,000. inhibition, % at 5.5 µM;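 active = inhibition above a set limit, the mean inhibition across all tested compounds plus 3 SD, cut at about 34% in these data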;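 also: 0% = IFN-gamma with DMSO and 100% = IFN-gamma with 300 µM nifuroxazide; values of inactives mirror those of a sister screen read the other way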
STAT3 act – increases IL-6 driven STAT3 reporter signal | AID 871 | U3A cells, IL-6 STAT3-luciferase reporter, luminescence; 100% = signal with IL-6 EC80 alone | hit rate 0.91% among 190,000 | activation (% of control), % at 5.6 µM;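 active = activation above the screen-wide mean of compound activation plus 3 SD, cut at about 130% in these data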;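 also: 0% = background luminescence of wells with medium and substrate only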
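Detection: reporter luminescence signal / Assay system: STAT1-lacking human U3A cells, STAT3 luciferase reporter / Incubation: compound pre-incubation 1 h before IL-6, then 6 h stimulation at 37 °C / Control set: IL-6-only high control / Read-out: % activation relative to IL-6 control / Probe or stimulus: Interleukin-6, 33 ng/mL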
Active calls of the source: *; nt = not tested or not shown. Rows are unselected; about 7.1% have a hit in one of these screens.

No.	smiles	STAT3 blocker	ROMK mod	STAT1 act	APP transl inh	FLuc inh counter
1	Cn1c(=O)c2c(nc(SCC(=O)OCc3ccccc3)n2C)n(C)c1=O	8	nt	97	-9	-9
2	O=C(NCC(c1cccs1)N1CCOCC1)c1ccco1 (stereo unspecified)	4	nt	96	-11	1
3	CN(C[C@H](Cc1ccccc1)N(C[C@H](Cc1ccccc1)N(CCC(C)(C)C)N=O)N=O)N=O	nt	nt	97	-19	-7
4	COc1c(F)c(F)c(C(=O)Nc2ccc(NC(=O)c3ccco3)cc2)c(F)c1F	30	nt	100	-8	-4
5	Cc1ccccc1NC(=O)c1oc(=O)c2ccccc2c1-c1ccccc1	-15	0.28	100	8	-4
6	O=C(NCC1CCCO1)c1sc2ccccc2c1Cl (stereo unspecified)	12	nt	132*	-101	28
7	N/C(=N\OC(=O)Cc1ccc(-c2ccccc2)cc1)c1cccnc1	20	nt	90	10	1
8	CCOC(=O)N1CCN(c2nc(-c3ccc(F)cc3)cs2)CC1	0	-2.6*	104	-15	9

No.	FLuc stim CS	NF-kB neuron act	APP 5'UTR act	STAT1 inh	STAT3 act
1	1.1	1	9	3	101
2	1	1.1	11	5	99
3	1.1	0.48	19	5	nt
4	1	1.2	8	0	79
5	1	1.1	-8	0	110
6	0.7	3.1	101	-36	90
7	1	1.3	-10	11	86
8	0.9	1.7	15	-4	103

Filtered by structure: those above containing a thiophene ring, fused or not.
No.	smiles	STAT3 blocker	ROMK mod	STAT1 act	APP transl inh	FLuc inh counter
2	O=C(NCC(c1cccs1)N1CCOCC1)c1ccco1 (stereo unspecified)	4	nt	96	-11	1
6	O=C(NCC1CCCO1)c1sc2ccccc2c1Cl (stereo unspecified)	12	nt	132*	-101	28

No.	FLuc stim CS	NF-kB neuron act	APP 5'UTR act	STAT1 inh	STAT3 act
2	1	1.1	11	5	99
6	0.7	3.1	101	-36	90

Other structures follow.
No.	smiles	STAT3 blocker	ROMK mod	STAT1 act	APP transl inh	FLuc inh counter
9	Cc1ccc(-c2nnc(-c3ccncc3)n2-c2ccc(C)cc2)cc1	1	0.38	107	-4	-4
10	O=c1c2ccccc2n2c(-c3ccc(C(F)(F)F)cc3)nnc2n1Cc1ccccc1	0	nt	103	11	2
11	O=C(CNC(=O)c1cccc(F)c1)OCc1cc(=O)n2cc(Br)ccc2n1	2	nt	114	9	-5
12	O=C(OCC(=O)N(C1CCCCC1)C1CCCCC1)c1cnccn1	-2	nt	93	-3	-3
13	COc1cccc(CC(NC(C)=O)C(=O)NC2CCN(C(=O)C3CC3)CC2)c1OC (stereo unspecified)	1	0.076	100	3	-4
14	CCOc1cccc2sc(NC(=O)c3ccc(Br)s3)nc12	31	nt	105	-6	2
15	NC(=O)C1CCN(C(=O)CCC(=O)c2ccc(Br)cc2)CC1	6	-0.4	99	-10	0
16	O=C1CCCC2=C1C(c1ccccc1O)C1=C(CCCC1=O)O2	17	nt	92	-2	-3

No.	FLuc stim CS	NF-kB neuron act	APP 5'UTR act	STAT1 inh	STAT3 act
9	1	1.2	4	-8	106
10	1	0.93	-11	-3	96
11	1	1.3	-9	-16	95
12	1	1	3	7	107
13	1	1.1	-3	-1	106
14	1	1.1	6	-6	81
15	1	1.1	10	-1	99
16	1	1.1	2	8	89

Later entries
No.	smiles	STAT3 blocker	ROMK mod	STAT1 act	APP transl inh	FLuc inh counter
17	Cc1cccc(NC(=O)c2c(-c3ccccc3)noc2C)n1	14	0.051	100	8	-9
18	O=C1CN(C(=O)CNC(=O)c2ccccc2Cl)c2ccccc2N1	4	0.96	98	-1	-2
19	O=C(Oc1ccc(OC(=O)N2CCCCC2)cc1)N1CCCCC1	-1	0.75	100	-7	0
20	C=CCn1c(-c2cccs2)nc2ccccc21	0	nt	109	23	14
21	COc1ccc(OCCC(=O)OCC(=O)NCc2ccc(F)cc2)cc1	8	-0.19	107	-2	-3
22	CNc1nc(SC)nc(N2CCOCC2)n1	-10	-0.83	97	17	-6
23	CC(CN1CCOCC1)OC(=O)C(C)(c1ccccc1)c1ccccc1 (stereo unspecified)	0	nt	99	2	-7
24	CC1CCN(C(=O)CN(C2CCCCC2)S(C)(=O)=O)CC1	11	nt	100	15	-5

No.	FLuc stim CS	NF-kB neuron act	APP 5'UTR act	STAT1 inh	STAT3 act
17	1.1	1	-8	0	95
18	1	1.1	1	1	104
19	1	0.95	7	-1	106
20	0.9	1	-23	-10	102
21	1	0.94	2	-11	97
22	1.1	0.82	-17	3	112
23	1.1	0.94	-2	1	101
24	1	1.2	-15	0	95

Later entries:
No.	smiles	STAT3 blocker	ROMK mod	STAT1 act	APP transl inh	FLuc inh counter
25	COc1ccc(C(C)(C)C)cc1NC(=O)COC(=O)c1cc(SC)ccc1Cl	0	nt	93	-14	-8
26	Cn1c(NCc2ccco2)nc2c1c(=O)n(Cc1ccc(Cl)cc1)c(=O)n2C	13	nt	98	-14	-6
27	CSc1nc(=NC(C)=O)ss1	-1	nt	95	4	-4
28	C=CCc1c(C)nc(-c2ccccc2)nc1N/N=C(\C)c1ccc(N)cc1	-6	-0.89	105	9	9
29	O=C1CC(c2ccco2)CC(O)=C1C=NCC1NCCc2ccccc21 (stereo unspecified)	-9	nt	99	-4	-9
30	Brc1ccc2[nH]c3c(N4CCc5ccccc5C4)ncnc3c2c1	37	-0.0088	79	10	-3
31	Cc1ccc(NC2=C(Cl)C(=O)OC2OC(=O)c2ccco2)cc1 (stereo unspecified)	0	0.43	90	-2	-4
32	CCCOc1ccc2oc(=O)c3c(c2c1)CCCN3C(=O)CN1CCc2ccccc2C1	-6	-2.8	100	-12	-4

No.	FLuc stim CS	NF-kB neuron act	APP 5'UTR act	STAT1 inh	STAT3 act
25	1.1	0.99	14	8	97
26	1.1	0.83	14	2	93
27	1	0.89	-4	6	105
28	0.9	1.1	-9	-3	103
29	1.1	0.95	4	1	112
30	1	0.46	-10	25	69
31	1	1.1	2	10	105
32	1	1	12	2	107

The results go on.
No.	smiles	STAT3 blocker	ROMK mod	STAT1 act	APP transl inh	FLuc inh counter
33	CC(C)C(=O)Nc1cc2c(cc1C(=O)c1ccccc1)OCCO2	-7	1.3	104	-3	-4
34	CC(=O)N1CCN(C(=S)c2ccc(N(C)C)cc2)CC1	5	0.27	103	-14	-4
35	CCOC(=O)N1CCC(NC(=O)CCS(=O)(=O)c2ccc3c(c2)CCN3C(C)=O)CC1	-5	0.24	106	-15	-2
36	CCOc1ccc(-c2cc(CCCC(=O)N3CCN(c4ccc(OC)cc4)CC3)no2)cc1	23	nt	98	11	-2
37	O=C(c1cc(-c2ccncc2)nc2ccc(Br)cc12)N1CCN(c2ccccn2)CC1	-10	nt	106	-18	-5
38	O=C(O)c1ccc(COc2ccccc2/C=C2\NC(=O)N(Cc3ccccc3)C2=O)cc1	-8	0.0057	103	-12	-5
39	Cc1ccc(S(=O)(=O)NC2OC(=O)C(Cl)=C2Cl)cc1 (stereo unspecified)	11	nt	102	-22	-6
40	CC1(C)C=C(c2ccc(O)cc2)CC(C)(C)N1	2	nt	101	0	-10

No.	FLuc stim CS	NF-kB neuron act	APP 5'UTR act	STAT1 inh	STAT3 act
33	1	0.95	3	-5	109
34	1	1.6	14	-3	98
35	1	0.89	15	-7	107
36	1	0.72	-11	2	85
37	1.1	0.33	18	-6	110
38	1	1.1	12	-5	108
39	1.1	1.8	22	-3	95
40	1.1	1.6	0	-1	101

(continued)
No.	smiles	STAT3 blocker	ROMK mod	STAT1 act	APP transl inh	FLuc inh counter
41	O=C(CCNC(=O)c1ccccc1)OCN1C(=O)c2ccccc2C1=O	6	nt	97	2	-5
42	CSc1ccc(C(=O)C2CCCN(Cc3ccc(N4CCNC4=O)cc3)C2)cc1 (stereo unspecified)	-4	0.083	90	-5	-8
43	Cc1ccc(SCC(=O)Nc2ccc(S(=O)(=O)Nc3nccs3)cc2)cc1	24	nt	89	-2	-2
44	O=C(CCCN1C(=O)CCC1=O)Nc1cccc(C(F)(F)F)c1	-2	nt	96	-2	0
45	O=C(Nc1cccc(-c2nc3ccccc3o2)c1)c1ccc(N2C(=O)C3C4C=CC(C4)C3C2=O)cc1 (stereo unspecified)	14	nt	99	-11	-3
46	CCN(CC)S(=O)(=O)c1ccc(Nc2nc3ccccc3n3nnnc23)cc1	2	-0.036	115	-20	0
47	O=C(Nc1nncs1)c1c(F)c(F)c(F)c(F)c1F	-3	nt	97	9	0
48	O=C(CSc1nc2ccccc2[nH]1)N1CCN(c2ccccc2)CC1	13	nt	104	-10	-1

No.	FLuc stim CS	NF-kB neuron act	APP 5'UTR act	STAT1 inh	STAT3 act
41	1.1	1.2	-2	3	99
42	1.1	1	5	10	109
43	1	1.1	2	12	82
44	1	1.1	2	5	104
45	1	0.32	11	1	91
46	1	0.63	20	-18	102
47	1	1.2	-9	3	106
48	1	0.91	10	-3	94

ROMK mod, hit marks shown above
cpd	Compound	ROMK mod	STAT1 act	APP transl inh	NF-kB neuron act	APP 5'UTR act	STAT1 inh	STAT3 act
8	CCOC(=O)N1CCN(c2nc(-c3ccc(F)cc3)cs2)CC1	-2.6*	104	-15	1.7	15	-4	103

(list continues)
No.	smiles	STAT3 blocker	ROMK mod	STAT1 act	APP transl inh	FLuc inh counter
49	Cc1ccc2[nH]c(=O)c(CN(Cc3cccnc3)C(=S)NCCCN(C)C)cc2c1	-1	-0.33	113	10	-9
50	COc1ccc(/C=N/n2c(C)cc(C)c(C(N)=O)c2=O)cc1	2	2.3	103	7	-4
51	Cc1cnc([N+](=O)[O-])n1CCOC(=O)NC(=O)c1ccccc1	22	0.26	102	-21	-3
52	COc1ccc(-c2cn3cc(C(=O)NN)ccc3n2)cc1	42	0.8	119	-67	50
53	O=C(Nc1ccc(OC(=O)c2ccco2)cc1)c1ccco1	3	-1.7	103	-11	66*
54	O=S(=O)(Nc1ccc(-n2cccc2)cc1)c1ccccc1	5	nt	111	-1	-4
55	Nc1nnnn1CC(=O)N/N=C/c1cc([N+](=O)[O-])ccc1O	4	0.75	99	1	-3
56	Cc1ccc(C2C(=O)N(C3CCCC3)CC(=O)N2C2CCCCC2)cc1 (stereo unspecified)	4	-0.28	104	-2	-8

No.	FLuc stim CS	NF-kB neuron act	APP 5'UTR act	STAT1 inh	STAT3 act
49	1.1	0.88	-10	-15	103
50	1	1.4	-7	-4	99
51	1	1.6	21	-4	89
52	0.5	1.1	67	-22	66
53	0.3	1.3	11	-5	99
54	1	1.3	1	-12	101
55	1	0.94	-1	0	101
56	1.1	0.86	2	-4	100

Following part.
No.	smiles	STAT3 blocker	ROMK mod	STAT1 act	APP transl inh	FLuc inh counter
57	Cc1cc(C)nc(Nc2n[nH]c(-c3ccccc3Cl)n2)n1	28	0.89	113	-39	58*
58	Cc1cc(=O)[nH]c(SCC(N)=O)c1C#N	0	0.56	104	-9	-6
59	O=C(COC(=O)/C=C/C(=O)N1CCN(c2ccccc2)CC1)NC(c1ccccc1)c1ccccc1	-8	-0.87	100	6	7
60	COc1ccc(NC(=O)c2nnn(Cc3ccc(SC)cc3)c2N)c(OC)c1	18	nt	93	20	-2

No.	FLuc stim CS	NF-kB neuron act	APP 5'UTR act	STAT1 inh	STAT3 act
57	0.4	1.1	39	-18	80
58	1.1	1.2	9	-5	103
59	0.9	0.86	-7	-1	114
60	1	1.1	-20	8	92
